Caspase-7 inhib: allosteric or competitive inhibitors of human caspase-7 | P55210 | recombinant caspase-7, Ac-DEVD-AFC fluorescence rate | Potency, µM (doses to about 57.5 µM), without a hit: at the highest dose activity change, negative = inhibition, most hits filed as inhibitors | actives 0.02% (n = 75,000) | AID 889; active = well fitted inhibition curve with a large enough effect in the main read-out, with a control signal flat, not every such curve was filed as active; inconclusive = small, poorly fitted or top-dose-only effect, or a change in a side signal; also: potency is read from the fitted curve at half-maximal effect; % of control where 0% means no effect
Tau filament bind: binds recombinant human tau filaments. P10636. recombinant tau filaments, thioflavin S fluorescence, 15 h; filaments grown with octadecylsulfate alongside compound. Potency, µM (titrated, usually from 57.1 µM), for inactives: at the highest dose activity change, negative = inhibition. actives 2% (n = 71,000);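 also: potency is read from the fitted curve at half-maximal effect; % is scaled to controls: 0 for no effect and ±100 for the full control effect; actives lower thioflavin S fluorescence by blocking filaments or displacing dye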
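His-tagged recombinant human tau (exons 2, 3, 10; 1 uM final) fibrillized with 30 uM sodium octadecylsulfate, 15 h at 37 C, in pH 7.4 HEPES buffer with 10 uM thioflavine S and 5 mM DTT. Reduced ThS fluorescence (450/510 nm) marks activity.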
A350 autofl: A350 region autofluorescence. Compound autofluorescence, 340/450 nm, Alexa 350 dye-equivalents; active compounds read high. max dye-equivalent concentration, M. actives 11% (n = 59,000); in the data active = max dye-equivalent concentration above about 10 nM; inconclusive = mostly about 1.1 nM to 9.6 nM
USP2a inh: blocks human ubiquitin-specific protease USP2a; O75604; USP2a enzymatic assay, qHTS inhibition; Potency, µM (top dose mostly 38.3 µM), for inactives: at the highest dose activity change, negative = inhibition, hits mostly inhibitors; actives 0.1% (n = 60,000);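 also: potency is read from the fitted curve at half-maximal effect; nearly all actives have a fitted effect of over 60% in size; plate controls were DMSO for no effect and NEM full inhibition control for full effect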
Target sequence (O75604 whole entry, looked up): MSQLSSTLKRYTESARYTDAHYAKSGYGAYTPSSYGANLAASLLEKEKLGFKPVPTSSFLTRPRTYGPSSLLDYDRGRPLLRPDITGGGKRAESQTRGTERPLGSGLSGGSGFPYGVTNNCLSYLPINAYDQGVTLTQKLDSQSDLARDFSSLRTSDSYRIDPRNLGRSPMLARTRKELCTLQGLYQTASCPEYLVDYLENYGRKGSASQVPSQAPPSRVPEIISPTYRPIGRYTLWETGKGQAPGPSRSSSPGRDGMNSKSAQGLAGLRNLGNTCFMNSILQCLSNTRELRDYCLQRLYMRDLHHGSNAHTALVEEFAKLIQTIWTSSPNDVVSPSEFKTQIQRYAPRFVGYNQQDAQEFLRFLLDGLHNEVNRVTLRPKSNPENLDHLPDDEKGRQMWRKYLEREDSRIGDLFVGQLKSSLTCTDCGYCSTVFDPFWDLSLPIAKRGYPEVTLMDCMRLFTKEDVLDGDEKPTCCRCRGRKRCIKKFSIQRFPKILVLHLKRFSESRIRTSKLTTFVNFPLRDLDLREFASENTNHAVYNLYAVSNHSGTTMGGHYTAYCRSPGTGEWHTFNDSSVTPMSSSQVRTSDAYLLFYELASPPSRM
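USP2 core (20nM final) preincubated 30 min RT with compound, then Ub-PLA2 20nM and NBD C6-HPC 20uM final added; buffer 20mM Tris-HCl pH 8.0, 2mM CaCl2. Fluorescence Ex 460/Em 535 read at 0 and 2.5 h; normalized to NEM.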
Caspase-1 inhib: blocks human caspase-1 allosterically or competitively; P29466; Caspase-1 enzyme, Ac-WEHD-AFC fluorogenic rate; Potency, µM (titrated, usually from 57.5 µM), inactives show at the highest dose activity change, negative = inhibition, actives largely listed as inhibitors; actives 0.03% (n = 75,000); AID 900;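 also: potency is read from the fitted curve at half-maximal effect; plate controls were vehicle for no effect and no substrate for full effect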
Target sequence (P29466 120-297 limits assumed): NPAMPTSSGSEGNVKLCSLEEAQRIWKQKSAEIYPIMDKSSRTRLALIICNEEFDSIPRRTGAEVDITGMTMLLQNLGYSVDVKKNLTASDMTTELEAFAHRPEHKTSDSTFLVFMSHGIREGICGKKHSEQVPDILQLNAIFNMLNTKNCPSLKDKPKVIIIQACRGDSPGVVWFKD
Target sequence (P29466 317-404 limits assumed): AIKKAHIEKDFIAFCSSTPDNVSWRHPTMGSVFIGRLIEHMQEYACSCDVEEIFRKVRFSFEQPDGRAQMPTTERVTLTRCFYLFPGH
HEK293 cAMP cs: parental HEK293 cAMP activation (counter-screen) | Potency, µM (series often up to 57.1 µM), without a hit: at the highest dose activation, hits mostly activators | AID 938 | parental HEK293 CNG cAMP sensor, membrane potential fluorescence | actives 2.5% (n = 73,000); also: potency is read from the fitted curve at half-maximal effect; % of control where 0% means no effect; nearly all actives have a fitted effect of over 55% in size
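Counterscreen for endogenous-receptor signalling: CNG-channel HEK 293 cells report cAMP rise by membrane depolarization. After 60 min dye equilibration with 100 uM RO 20-1724, compounds incubated 30 min before bottom-read fluorescence at 590 nm.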
BRCT PPI red: BRCT-phosphoprotein interaction inhibition (red fluorophore); P38398; BRCT-phosphopeptide binding, red fluorescence polarization; Potency, µM (highest dose often 76.9 µM), for inactives: at the top dose activity change, negative = inhibition, usual class: inhibitors; actives 0.03% (n = 75,000); also: % is scaled to controls: 0 for no effect and ±100 for the full control effect
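Rhodamine-labelled pBACH1 10-mer (100 nM) bound to BRCT domain (100 nM) at pH 7.3; compounds incubated 12 min room temperature, polarization read. Free peptide defines full inhibition; unlabelled decapeptide titrated as control.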
ERK AVP block: blocks ERK signaling stimulated by vasopressin | Potency, µM (series often up to 57.5 µM), without a hit: at the top dose activity, negative = inhibition, actives largely listed as inhibitors | AID 995 | HEK293-V1b, vasopressin-stimulated pERK AlphaScreen | actives 0.99% (n = 72,000); also: potency is read from the fitted curve at half-maximal effect; % is scaled to controls: 0 for no effect and ±100 for the full control effect; nearly all actives have a fitted effect of over 55% in size
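HEK293 cells stably expressing V1b receptor, seeded overnight in 1% FBS, were treated with compounds for 30 min at 37C, then stimulated 5 min with 25 nM vasopressin; phospho-ERK read by AlphaScreen SureFire after lysis.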
CRE-bla Fsk: modulators of forskolin-stimulated CRE signaling in CHO cells; actives 2.5% (n = 71,000); CHO CRE-bla reporter (cAMP response element driving beta-lactamase), forskolin EC10, beta-lactamase ratio; Potency, µM (titrated, usually from 38.2 µM), for the others: top-dose activity change, negative = inhibition, usual class: activators; AID 662; active = well fitted activation curve with a large enough effect in the signal ratio, with a control signal flat, not every such curve was filed as active; inconclusive = small, poorly fitted or top-dose-only effect, or effect the other way, or a change in a side signal; the % refers to the signal ratio; also: potency is read from the fitted curve at half-maximal effect; % of control where 0% means no effect
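CRE-bla CHO reporter cells treated with compound titration plus EC10 NKH 477 (water-soluble forskolin), incubated 3 h at 37 °C; CCF4 loading 2 h at room temperature, 460/530 nm emission ratio read, AC50 values derived for positive or negative modulators.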
BRCT inh green: BRCA1 BRCT-phosphoprotein interaction inhibition; BRCA1 BRCT-phosphopeptide binding, green fluorescence polarization; Potency, µM (series often up to 76.9 µM), without a hit: at the highest dose activity change, negative = inhibition, most hits filed as inhibitors; actives 0.05% (n = 75,000);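 also: potency is read from the fitted curve at half-maximal effect; plate controls were peptide without protein for full effect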
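Compounds were incubated for 12 min at room temperature with a complex of 100 nM fluorescein-tagged pBACH1 decapeptide and 250 nM His-tagged BRCT protein. Buffer was phosphate pH 7.3 with EDTA, DTT and Tween 20. Disruption of binding lowers the polarization signal.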
FLuc inh: inhibitors of firefly luciferase; P08659; purified firefly luciferase, luminescence, 8 min; Potency, µM (highest dose often 57.1 µM), without a hit: top-dose activity change, negative = inhibition, most hits filed as inhibitors; actives 2.2% (n = 72,000); AID 411; also: potency is read from the fitted curve at half-maximal effect; % is scaled to controls: 0 for no effect and ±100 for the full control effect; nearly all actives have a fitted effect of over 40% in size
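Here, luciferase activity is measured as luminescence following an 8 min room-temperature reaction at 10 uM ATP, pH 7.2. Every library sample is titrated.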
The depositor's hits bear a star; i = inactive; u = inconclusive; x = not tested or not shown; & = joins results of further samples; [ ] = another dose, or the depositor's remark. Unless noted, calls follow the shape of the dose curve; as a rule, active = well fitted curve in the direction sought with a large enough effect; inconclusive = small, poorly fitted or top-dose-only effect, or another doubt; inactive = no such curve, though single readings can be large; an effect the other way counts as inactive or inconclusive.

SMILES	Caspase-7 inhib	Tau filament bind	A350 autofl	USP2a inh	Caspase-1 inhib	HEK293 cAMP cs	BRCT PPI red	ERK AVP block	CRE-bla Fsk	BRCT inh green	FLuc inh
Cc1ccc(-c2c3c([nH]c(=S)c2C#N)CCCC3)o1	-14.6%	u	x	25.2%	-2.2%	7.1%	0.0%	-12.8%	9.7%	-0.5%	-20.0%
COc1ccc(C(C)(C)C)cc1NC(=O)Nc1ccc2c(c1)OCO2	-0.9%	-8.3%	i	6.8%	-3.2%	-26.6%	0.9%	-6.8%	u	4.5%	0.1%
O=C(Nc1ccccc1NC(=O)NC1CCCCC1)NC1CCCCC1	-0.8%	36.6%	i	5.2%	-0.1%	14.3%	0.2%	0.4%	-3.1%	-1.4%	-0.3%
CCOC(=O)c1c(CN2CCCCC2)n(C)c2cc(Br)c(O)c(CN(C)C)c12	-5.7%	18.5%	x	x	-0.4%	13.5%	0.1%	-10.6%	7.0%	-1.8%	-0.4%
COc1ccc(S(=O)(=O)N2CCCC(C(=O)NC3CCCCC3)C2)cc1 (stereo unspecified)	-4.2%	-1.2%	i	-0.8%	0.5%	u	1.4%	4.7%	u	-7.9%	-36.3%
C=C(CO)C1Cc2c(ccc3c(=O)c4c(oc23)COc2cc(OC)c(OC)cc2-4)O1 (stereo unspecified)	-0.1%	x	x	x	-0.6%	x	-0.2%	-7.6%	x	-2.0%	x
O=C(CN(Cc1ccc(F)cc1)C(=O)Cn1nnc2ccccc21)NCC1CCCO1 (stereo unspecified)	0.8%	4.6%	i	2.7%	1.5%	6.9%	-0.7%	1.3%	-9.4%	-1.2%	1.9%
O=C(CCC1N=C2c3ccccc3N=C(SCc3ccccc3Cl)N2C1=O)NCc1ccco1 (stereo unspecified)	-4.3%	45.2%	6.04e-08M*	54.0%[activator]	-2.5%	u	0.1%	29.4%	14.3%	1.5%	1.7%
Fc1ccccc1OCCSc1nnnn1-c1ccccc1	-2.8%	3.6%	i	-9.3%	-2.0%	29.9%	0.0%	60.2%[activator]	6.2%	-0.3%	15.8µM*
O=C(c1cccs1)N1CCN(C/C=C/c2ccccc2)CC1	1.9%	3.5%	i	x	-1.7%	22.8%	-0.3%	-12.7%	-3.3%	-0.6%	1.8%
Cc1cc(C(=O)N2CCCCCC2)cs1	0.1%	-12.8%	i	-4.9%	-1.8%	6.2%	-0.7%	u	-9.5%	0.9%	0.6%
CN1CCN(/C=N/c2c(C#N)cnn2C)CC1	0.3%	0.0%	u	2.4%	1.4%	-1.0%	0.5%	0.2%	-8.7%	-2.7%	3.8%
CC(C)=NO[C@@H](C)CN1CCCCc2nc(C)c(C)cc21	1.8%[11.5 µM]	x	x	x	-0.8%[11.5 µM]	14.2%[11.4 µM]	-0.9%[15.4 µM]	8.9%[11.5 µM]	x	0.5%[15.4 µM]	0.0%[11.4 µM]
CCOC(=O)N1CCN(C(=O)c2cc3c(=O)[nH]c4ccccc4c3s2)CC1	-2.2%	9.5%	3.41e-08M*	13.1%	-0.4%	1.6%	-0.6%	4.3%	11.8%	0.4%	1.1%
COc1ccccc1-c1cn(S(=O)(=O)c2ccc(C)cc2)nc1N	-3.4%	1.4%	i	2.0%	-3.7%	u	-0.2%	-8.8%	0.6%	-3.7%	1.2%
CCC(=O)Nc1nonc1-c1nc2ccccc2n1Cc1ccccc1	-0.7%	63.5%	i	-8.6%	-2.6%	20µM*	-0.8%	61.5%[activator]	u	-3.5%	-0.3%
COc1ccccc1CNc1ncnc2ccc(-c3ccccc3OC)cc12	-11.6%	396.7%	i	169.4%[activator]	-13.7%	20.1%	1.4%	20µM*	u	-1.6%	-3.7%[2.29 µM]
O=c1/c(=C\c2ccc3c(c2)OCO3)sc2n1CCCN=2	1.8%	0.9%	u	-25.9%	-2.6%	23.9%	0.9%	10µM*	2.0%	-3.0%	12.6µM*
CC(=O)Nc1cccc(NC(=O)CSc2ncc(-c3ccc(Cl)cc3)n2Cc2ccco2)c1	-5.6%	20.6%	i	10.5%	-3.4%	25.1µM*	-3.2%	14.4%	u	0.1%	1.0%
Nc1nnc(-c2ccccc2Cl)s1	1.1%	2.5%	i	4.8%	0.1%	-3.8%	-1.1%	-2.0%	-1.1%	-0.1%	-6.1%
O=C(CC1Oc2ccccc2NC1=O)NCCc1ccccc1 (stereo unspecified)	-0.1%	-10.0%	x	x	1.4%	8.9%	0.1%	1.5%	-1.5%	0.7%	3.2%
Cn1cccc1C(=O)OCC(=O)c1cc2ccccc2o1	-6.8%	15.8µM*	i	30.3%[activator]	-2.4%	2.4%	0.8%	-3.7%	u	1.0%	25.1µM*
Cc1cccc(CNc2cc(-c3ccc(C(=O)N(C)C)cc3)ncn2)c1	-0.4%	9.5%	i	18.7%	-1.0%	u	-0.9%	-11.3%	u	3.1%	-1.2%[2.29 µM]
COc1cc(C2C(C#N)=C(N)Oc3cc(C)n(CC4CCCO4)c(=O)c32)cc2c1OCO2 (stereo unspecified)	-9.7%	0.0%	u	10.6%	-8.6%	16.6%	1.7%	-5.5%	u	0.8%	1.2%
O=C(O)[C@H]1C[C@H](C(=O)O)N1	1.1%	-5.9%&-4.8%	i	9.4%	-0.8%	u	1.8%	-2.9%	-6.2%&-8.0%	-2.7%	-7.5%&-2.2%
COc1ccc(-c2nnc(SCC(=O)Nc3sc4c(c3C#N)CCC4)n2CC2CCCO2)cc1 (stereo unspecified)	-6.1%	20.8%	i	26.3%	-3.7%	u	1.0%	-7.6%	u	2.6%	-0.5%
COc1ccc(C(=O)Nc2ccccc2C(=O)NC(C(=O)NCc2ccco2)C(C)C)cc1 (stereo unspecified)	0.8%	-14.1%	i	3.5%	0.4%	-2.6%	-1.3%	12.3%	1.9%	2.7%	-1.2%
COC(=O)[C@@]1(Cc2ccc(OC)cc2)[C@H]2c3cc(C(=O)N(C)C)n(Cc4ccc(OC)c(OC)c4)c3C[C@H]2CN1C(=O)c1ccccc1	-6.5%	25.7%	x	x	0.5%	15.8µM*	1.5%	-15.6%	u	13.7%	x
O=C(NC1CCCCCC1)C1c2ccccc2C(=O)N1Cc1cccnc1 (stereo unspecified)	2.5%	5.0%	i	5.3%	-0.8%	22.3%	-0.9%	13.5%	0.1%	-0.8%	2.0%
CCCOc1ccc(OC(=O)c2ccc(Br)o2)cc1	-3.5%	-0.4%	i	-26.9%	-1.8%	23.0%	0.1%	67.4%[activator]	u	-0.1%	-26.9%
Cc1ccccc1-c1nc(CN2CCC(C(=O)NC3CCN(Cc4ccccc4)CC3)CC2)c(C)o1	0.4%	30.4%	x	x	-1.2%	20.4%	1.3%	-15.5%	-6.1%	-1.4%	-0.2%
COC(=O)c1[nH]c2ccccc2c1NC(=O)CCN1CCN(C2CCCCC2)CC1	1.3%	4.7%	u	10.0%	0.8%	-4.3%	0.2%	7.3%	u	-0.5%	1.1%
O=C(O)C1CC(=O)N(Cc2cccnc2)C1 (stereo unspecified)	0.0%	7.3%	i	3.1%	0.1%	24.0%	0.4%	-2.2%	-12.7%	-0.6%	2.0%
C=CCN1C(=O)C(O)(CC(=O)c2ccc(OC)cc2OC)c2cc(Br)ccc21 (stereo unspecified)	-1.2%	-10.6%	i	-22.4%	-0.6%	2.7%	-0.5%	u	-9.9%	-2.0%	4.4%
CC(=O)c1cc2c(cc1NC(=O)CSc1nc3ccccc3o1)OCO2	1.1%	-11.1%	7.73e-07M*	9.1%	0.5%	24.8%	0.1%	-15.3%	9.6%	0.7%	-1.0%
C=CCNc1nc2c3ccccc3n(C(C)=O)c2s1	-3.7%	-1.4%	u	-2.8%	-6.8%	-8.3%	-0.7%	-11.7%	15.1%	-5.0%	20µM*
O=C1N(c2ccccc2)C2CS(=O)(=O)CC2N1c1ccc(Br)cc1 (stereo unspecified)	-0.1%	-3.2%	i	12.5%	-2.0%	-5.0%	1.6%	-8.4%	-3.6%	-2.4%	-0.9%
CCN1CCN(Cc2coc3ccc(C)cc3c2=O)CC1	0.0%	-2.2%	x	-4.7%	0.9%	u	-0.8%	24.2%	-3.5%	-1.7%	-7.0%
COC(=O)[C@H](Cc1ccccc1)NC(=O)NCCc1ccc(S(N)(=O)=O)cc1	1.1%	-1.1%	i	4.1%	-1.8%	4.6%	0.1%	-2.7%	u	-0.3%	1.8%
Cc1noc(C)c1S(=O)(=O)N1CCC(C(=O)N2CCN(Cc3ccc4c(c3)OCO4)CC2)CC1	0.1%	0.7%	i	21.2%	-2.6%	6.9%	-0.9%	10.8%	-27.8%	-1.5%	4.9%
O=C1CCCC2=C1C(Cc1ccccc1)C1=C(CCCC1=O)O2	-1.1%	2.4%	i	-1.0%	-0.7%	u	-0.4%	-15.2%	u	-2.8%	3.0%
O=C(CCN1CCc2ccccc2C1)c1ccc2c(c1)OCCO2	0.5%	-3.3%	i	0.8%	-1.9%	14.8%	-1.8%	u	u	-0.5%	-2.7%

Screening results deposited in PubChem by National Center for Advancing Translational Sciences (NCATS).
